PLK1 PBD block: blocks phosphopeptide binding to human PLK1 polo-box domain. Plk1 PBD binding of FITC phosphopeptide, fluorescence polarization. P53350. actives 2.8% (n = 360,000). Potency, µM, for inactives: max response, negative = inhibition, usual class: inhibitors; note: potency is the fitted concentration of half-maximal effect; series mostly up to about 57 µM; % is set by controls: 0 for no effect and ±100 for the full control effect; nearly all actives have a fitted effect of over 65% in size
FUS suppressor: suppressors of FUS proteinopathy in yeast; AID 1347120; actives 0.24% (n = 390,000); Potency, µM (highest dose often 76.6 µM), for inactives: at the highest dose growth rescue (activation), usual class: activators; S. cerevisiae FUS-expressing, growth rescue, OD600, 24 h;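 note: potency is the fitted concentration of half-maximal effect; plate controls were DMSO vehicle for no effect and reference control for full effect; nearly all actives have a fitted effect of over 55% in size; some results filed as inactive show a strong effect at the top dose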
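Cultures pregrown in 2.5% raffinose medium are shifted to minimal medium containing 2% galactose to express toxic FUS. Compounds are tested at several concentrations. After 24hr at 30C, growth is quantified at 600 nm absorbance.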
Abeta rescue: A-beta toxicity reversal in yeast. yeast expressing A-beta42, growth rescue, OD600, 48 h; response scale: 0% DMSO, 100% iron-clioquinol control. Potency, µM (top dose mostly 46.1 µM), without a hit: top-dose growth rescue, actives largely listed as activators. actives 0.063% (n = 410,000); note: potency is the fitted concentration of half-maximal effect; nearly all actives have a fitted effect of over 55% in size
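Yeast A-beta toxicity model in growth medium with pinned compounds, 48 h at 30 C; growth read as absorbance at 600 nm. Normalized to FeCl3/clioquinol equimolar mix (positive) and DMSO (negative).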
EPAC1 ag: activates human EPAC1 exchange factor. AID 720707. Potency, µM (doses to about 154 µM), without a hit: top-dose activation, most hits filed as activators. O95398. EPAC1 agonist qHTS, biochemical assay; response scale: 100% = response to 6.5 mM cAMP. actives 0.073% (n = 360,000); note: potency is the fitted concentration of half-maximal effect; nearly all actives have a fitted effect of over 60% in size
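Compounds were pinned as a concentration titration into mixtures of EPAC1 (100 nM), BODIPY-GDP-loaded Rap1B (250 nM) and GDP (50 uM). After 5 min at room temperature, fluorescence was followed for 30 min; activity was scaled to 6.5 mM cAMP.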
EPAC1 antagonist: antagonists of human EPAC1. EPAC1 GEF assay, Rap1b-BODIPY-GDP exchange fluorescence. actives 0.14% (n = 360,000). O95398. AID 720709. Potency, µM (top dose mostly 115 µM), for the others: at the top dose activity change, negative = inhibition, hits mostly inhibitors;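 note: potency is the fitted concentration of half-maximal effect; plate controls were vehicle for no effect and positive control for full effect; nearly all actives have a fitted effect of over 50% in size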
PI5P4K alpha inh: inhibitors of human PI5P4K alpha | P48426 | PI5P4Kalpha enzyme, ADP-Glo luminescence, 60 min; stronger effect = lower value | AID 652105 | max response, % | actives 1.2% (n = 330,000); active = max response of -50% or lower; inconclusive = between -30% and -50%; inactive = -30% or higher; note: value at the top dose of about 77 µM; % is set by controls: 0 for no effect and ±100 for the full control effect
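Luminescence from ADP-Glo served as readout of PI5P4Kalpha activity in a qHTS format. Reaction: enzyme, substrate, compound, ATP at 5 microM final, 60 min at RT.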
WRN helicase inh: WRN helicase (human) inhibition. WRN helicase unwinding, fluorescent forked duplex, kinetic. Potency, µM (series often up to 114 µM), for the others: at the top dose activity change, negative = inhibition, hits mostly inhibitors. actives 0.46% (n = 360,000). AID 651768; note: potency is the fitted concentration of half-maximal effect; % is set by controls: 0 for no effect and ±100 for the full control effect; nearly all actives have a fitted effect of over 55% in size
Target sequence (Q14191 whole entry, looked up): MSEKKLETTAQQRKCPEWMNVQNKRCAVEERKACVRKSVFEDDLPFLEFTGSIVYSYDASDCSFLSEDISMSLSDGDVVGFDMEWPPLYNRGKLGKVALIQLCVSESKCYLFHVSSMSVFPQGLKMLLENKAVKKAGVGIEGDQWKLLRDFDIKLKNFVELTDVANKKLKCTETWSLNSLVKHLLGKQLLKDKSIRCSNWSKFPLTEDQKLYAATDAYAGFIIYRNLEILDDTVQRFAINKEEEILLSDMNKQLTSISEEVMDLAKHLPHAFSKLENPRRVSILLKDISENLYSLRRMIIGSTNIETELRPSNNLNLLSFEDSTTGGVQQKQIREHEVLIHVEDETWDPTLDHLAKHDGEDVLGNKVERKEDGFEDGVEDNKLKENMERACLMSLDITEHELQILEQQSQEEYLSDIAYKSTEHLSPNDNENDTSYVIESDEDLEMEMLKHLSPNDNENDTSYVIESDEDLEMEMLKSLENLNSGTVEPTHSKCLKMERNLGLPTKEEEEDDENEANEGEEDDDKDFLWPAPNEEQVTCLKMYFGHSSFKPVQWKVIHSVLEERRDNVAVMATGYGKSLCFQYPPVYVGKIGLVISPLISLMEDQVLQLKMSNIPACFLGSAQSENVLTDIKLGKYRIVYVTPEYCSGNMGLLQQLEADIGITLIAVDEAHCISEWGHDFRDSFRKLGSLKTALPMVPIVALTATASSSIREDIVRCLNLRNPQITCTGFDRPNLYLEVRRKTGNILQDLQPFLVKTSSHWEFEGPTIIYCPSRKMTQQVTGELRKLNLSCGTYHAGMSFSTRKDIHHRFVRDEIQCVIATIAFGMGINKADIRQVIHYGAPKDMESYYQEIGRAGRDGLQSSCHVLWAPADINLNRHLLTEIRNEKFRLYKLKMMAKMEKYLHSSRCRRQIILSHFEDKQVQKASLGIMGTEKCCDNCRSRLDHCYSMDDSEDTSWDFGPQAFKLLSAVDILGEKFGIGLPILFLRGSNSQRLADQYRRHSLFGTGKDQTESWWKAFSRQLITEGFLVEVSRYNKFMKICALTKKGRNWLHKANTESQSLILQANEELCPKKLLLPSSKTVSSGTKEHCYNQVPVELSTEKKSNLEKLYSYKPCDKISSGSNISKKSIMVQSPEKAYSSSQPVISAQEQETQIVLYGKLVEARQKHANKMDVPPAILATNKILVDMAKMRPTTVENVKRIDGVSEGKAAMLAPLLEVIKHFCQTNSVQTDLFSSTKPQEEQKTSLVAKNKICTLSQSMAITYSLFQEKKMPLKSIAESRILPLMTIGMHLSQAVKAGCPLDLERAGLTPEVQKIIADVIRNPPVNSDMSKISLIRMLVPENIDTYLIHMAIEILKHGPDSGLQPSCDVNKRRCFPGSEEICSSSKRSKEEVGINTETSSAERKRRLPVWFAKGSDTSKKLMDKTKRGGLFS
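Enzyme (20 nM final) and test compound sit together 15 min at room temperature before substrate addition. Substrate is a single-forked duplex oligonucleotide (100 nM) labelled with fluorophore and quencher, with 2 mM ATP; helicase unwinding raises red fluorescence, read kinetically.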
IL2 activator: IL-2 activation. activation, % (series mostly up to about 46 µM). IL-2 activation reporter assay, cell-based qHTS; stimulated with anti-CD3/CD4/CD28 beads; in transgenic mouse T cells. AID 652025. actives 0.065% (n = 360,000); in the data active = activation above about 50%; inconclusive = mostly about 30% to 49%; note: 0% is about no effect
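Readout: EGFP and DsRed signals by fluorescent plate cytometry. Unstimulated transgenic mouse T cells received compound 60 min before antibody-bead stimulation, then incubated 18 h at 37 degrees C.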
Active calls of the source: *; ? = inconclusive; . = not tested or not shown; & = joins results of further samples; [ ] = another dose, or the depositor's remark. Unless noted, calls come from the whole dose curve; as a rule, active = well fitted curve in the direction sought with a large enough effect; inconclusive = small, poorly fitted or top-dose-only effect, or another doubt; inactive = no such curve, though single readings can be large; an effect the other way counts as inactive or inconclusive.

No. | Structure | Abeta rescue | FUS suppressor | EPAC1 ag | WRN helicase inh | PLK1 PBD block | PI5P4K alpha inh | EPAC1 antagonist | IL2 activator
1 | CNC(=O)c1c(C)nc(SCC(=O)NCc2ccc(OC)cc2)c(C#N)c1-c1ccco1 | 12% | 42% | 0% | 4% | -4% | . | 0% | 1.9
2 | CC(=O)OCCCN(C)CC/C=C1/c2ccccc2CSc2ccccc21 | 18% | 20% | -9% | 7% | -13% | 1 | 4% | -1.0
3 | CC(C)C(=O)Nc1ccc(-c2csc(-c3ccccc3)n2)cc1 | 10% | -5% | -1% | -1% | -7% | . | 9% | -3.9
4 | O=C(COC(=O)c1ccccn1)NCCc1ccc(Cl)cc1 | 1% | -5% | -2% | 8% | -2% | 0 | 0% | 0.6
5 | CCOc1ccc(NC(=O)CCS(=O)(=O)c2ccc(Br)cc2)cc1 | -29%&-25% | -9%&2% | -4% | -8%[11.6 µM] | 21µM* | -16 | 4% | 0.2
6 | C=C(C)c1ccc(C(C)(C)NC(=O)N(Cc2ccccc2)Cc2ccco2)cc1 | 4% | 15% | 2% | -4% | -8% | . | 9% | -2.9
7 | COc1cccc(-c2nn(-c3ccccc3)cc2C(=O)NCC(=O)O)c1 | -15% | 15% | -8% | 11%[57.1 µM] | -7% | -12 | -4% | -2.7
8 | CCOC(=O)C[C@@H]1OC[C@H](C)N1S(=O)(=O)c1ccc(C)cc1 | 2% | -5% | ? | 3% | -14% | 0 | -15% | 0.2
9 | Cc1ccc(S(=O)(=O)NC(=O)C2(C)CCN2C(=O)Cc2ccc(C(C)(C)C)cc2)cc1 (stereo unspecified) | 11% | 20% | -20% | -2% | -6% | 2 | 8% | 0.3
10 | NC(N)=NS(=O)(=O)c1ccc(NC(=S)Nc2ccc(F)cc2)cc1 | -9% | -28% | 1% | 1% | -17% | 6 | -1% | 1.9
11 | COc1ccc(NC(=O)Cn2nnc(C(=O)NCc3ccccc3OC)c2N)cc1Cl | 12% | 28% | 15% | -1% | -2% | . | 0% | 0.4
12 | c1ccc(-c2nnsc2Sc2ccccn2)cc1 | -15% | 5% | 19% | -11% | -2% | 2 | -3% | -5.0
13 | O=C1C2C3C=CC(CC3)C2C(=O)N1/N=C/c1c(O)ccc2ccccc12 (stereo unspecified) | -1% | -13% | 2% | -2% | -7% | 4 | -4% | 1.0
14 | O=C(CN1CCN(Cc2ccc(Cl)cc2)CC1)N/N=C/c1c[nH]c2ccccc12 | -3% | . | -3% | -9% | 16% | 1 | 2% | -0.5
15 | Cc1nnc(SCC(=O)NC(=O)Nc2ccc3c(c2)OCCO3)n1N | 2% | -25% | -6% | -3% | 3% | 5 | -8% | 0.8
16 | COc1cc(NC(=O)c2ccc(Br)cc2)ccc1NC(=O)c1cc2ccccc2o1 | -11% | 3% | -1% | 6% | -10% | 4 | 28% | -0.3
17 | Cc1nn(C)c(C)c1CN(C)S(=O)(=O)c1ccc2ccccc2c1 | -16% | 15% | 3% | -8% | 0% | 3 | -5% | -1.3
18 | COc1ccc(/C=C/C(=O)c2c(C)cc(C)[nH]c2=O)c2ccccc12 | 8% | 9% | -11% | 7% | -13% | 1 | -17% | -0.8
19 | CCN(CC)C(=O)CSc1nnc([C@H](CCSC)NC(=O)OC(C)(C)C)o1 | -6% | 4% | 1% | 13% | -13% | 11 | -2% | -0.3
20 | CC(C)C(=O)Nc1ccc2c(c1)nc(CCN1CCCCC1)n2C | 3% | -9% | 6% | -2% | 4% | 5 | -6% | -0.4
21 | O=C(Cc1ccccc1)Nc1ccccc1C(=O)Nc1ccc(C(=O)O)cc1 | -8% | 13% | 4% | -34% | -11% | -7 | 1% | -1.2
22 | O=C(CN1C(=O)CSC1=O)Nc1ccc(F)c(F)c1F | 19% | -5% | 4% | 5% | 24µM* | -16 | -15% | 0.3
23 | COc1cc(NC(=O)/C=C/c2ccccc2)c(C(=O)O)cc1OC | 1% | 13% | 2% | -2% | 17µM* | -29 | -10% | 0.1
24 | CCC(NC(=O)NNC(N)=S)(C(F)(F)F)C(F)(F)F | -17% | 19% | 5% | 3% | -11% | 3 | -11% | -6.0
25 | CO[C@H]1CN(C)C(=O)c2cc(NS(=O)(=O)c3ccccc3)ccc2OC[C@@H](C)N(Cc2ccccn2)C[C@@H]1C | 5% | 1% | 8% | 3% | -14% | -5 | -1% | 0.6
26 | Cc1ccc(NC(=O)C(OC(=O)c2ccc(O)cc2)c2ccccc2)cc1Cl (stereo unspecified) | -14% | -26% | -6% | 6% | -11% | 1 | -7% | 1.7
27 | C[C@H](NC(=O)[C@@H]1Cc2ccccc2CN1)C(=O)Nc1ccc2c(c1)OCO2 | 9% | 16% | 0% | 13% | 0% | -10 | -3% | -0.8
28 | O=C(CO/N=C/c1ccccc1O)N1CCc2ccccc21 | -2% | . | 1% | 5% | -11% | 8 | -2% | -0.5
29 | Cc1cc(NC(=O)CSc2nnc(Nc3ccccc3)s2)no1 | -15% | . | 7% | -30% | -11% | -1 | -23% | -2.2
30 | C=CCc1cc(Cl)ccc1OCCCNC(C)C | -12% | 20% | -3% | -11% | -8% | 2 | -19% | -2.6
31 | Cc1ccc2[nH]c(CNC(=O)c3ccc(F)cc3)cc2c1 | 23% | -8% | -6% | -5% | -3% | 4 | -5% | 1.8
32 | Cc1c(O)nc(SC2CC(=O)N(c3cc(Cl)cc(Cl)c3)C2=O)[nH]c1=O (stereo unspecified) | -6% | 19% | 6% | -3% | -10% | -5 | -7% | -2.0
33 | CCC(C)C(NC(=O)c1ccccc1)C(=O)N1CCN(C(=O)c2ccccc2)CC1 (stereo unspecified) | 1% | -5% | -8% | 20% | 4% | 3 | 26% | 0.1
34 | COC(=O)c1cn(CC(=O)Nc2ccccc2C)c2ccccc12 | -11% | -15% | 1% | -15% | -13% | 0 | -18% | -0.5
35 | O=C(O)CCCC(=O)Nc1cccc([N+](=O)[O-])c1 | -13% | -21% | -5% | 0% | -4% | 1 | 12% | 0.9
36 | Cc1nc2ncnn2c(N2CCC(C(=O)NCC3CCCO3)CC2)c1Cc1ccccc1 (stereo unspecified) | -31%[inhibitor] | 18% | 10% | -2% | -8% | . | 7% | -0.4
37 | COc1ccc(-c2n[nH]c(=S)n2Cc2ccccc2)cc1OC | 6% | 2% | -4% | -21% | -13% | -3 | -5% | 0.6
38 | COC(CNC(=O)CSCc1nc(-c2ccc(SC)cc2)oc1C)OC | -4% | 2% | -3% | -9% | 0% | 0 | -14% | 0.0
39 | NNC1=N[C@H]2CS(=O)(=O)C[C@H]2S1 | 7% | ? | -3% | -9% | -4% | 0 | 1% | 2.5
40 | CCOC(=O)N1CCC(=NNc2ccc(S(N)(=O)=O)cc2[N+](=O)[O-])CC1 | -12% | -43% | 2% | 1% | -9% | 0 | 4% | -4.0
41 | O=C(O)/C(=C\c1cccc(C(F)(F)F)c1)c1ccc(S(=O)(=O)N2CCCC2)s1 | 2% | . | -11% | 1% | -15% | -16 | -1% | 0.5
42 | N/C(Cc1nc(-c2ccc(F)cc2)cs1)=N\O | -2% | 14% | 4% | 3% | -4% | -1 | -6% | 0.3
43 | Cn1c(=O)oc2cc(S(=O)(=O)CCC(=O)NCCc3ccccc3)ccc21 | 2%&-4% | 5%&23% | 27% | -4% | -11% | -5 | -2% | 0.5
44 | CN(C)c1ccc(CNC(=O)/C=C/[C@H]2O[C@@H](n3ccc(=O)[nH]c3=O)[C@H](O)[C@@H]2O)cc1 | -10% | 0% | -19% | -4% | -4% | -3 | 0% | 3.4
45 | O=C(CNC(=O)c1cccc(F)c1)N/N=C/c1cccc([N+](=O)[O-])c1 | -17% | 4% | -9% | -15% | -2% | 4 | 11% | 3.9
46 | COc1cccc(NC(=O)CN(C)C(=O)CC2CCCCC2)c1 | 23% | -5% | -3% | 2% | -4% | -1 | -4% | 0.2
47 | N#CCCN(C(=S)Nc1ccc(Cl)c(Cl)c1)C1CCCCC1 | 23% | 35% | -5% | -15% | -9% | 2 | -14% | -4.1
48 | Cc1ccc(NC(NC(=O)c2ccccn2)C(Cl)(Cl)Cl)cc1 (stereo unspecified) | 13% | 12% | 9% | -2% | -8% | . | -4% | -2.8
49 | CC(/C=N/n1cnnc1)=C\c1ccccc1 | -3% | 4% | 11% | 3% | -8% | 6 | -13% | -3.2
50 | Cc1cccc(-c2noc(CCC(=O)NC3CCCC3)n2)c1 | -4% | 0% | 9% | -18% | -3% | 9 | -4% | -0.8
51 | CCOc1ccc(S(=O)(=O)N2CCOCC2)c2ccccc12 | -21% | 4% | -1% | 0% | -10% | 1 | -15% | 0.8
52 | Cc1nc2ccccc2c(=O)n1NC(=O)c1ccc(C(C)(C)C)cc1 | -3% | -27% | 2% | -2% | -13% | 0 | -1% | 0.5

Reformatted with each value named: entries from further up
34: COC(=O)c1cn(CC(=O)Nc2ccccc2C)c2ccccc12
  Abeta rescue = -11% | FUS suppressor = -15% | EPAC1 ag = 1% | WRN helicase inh = -15% | PLK1 PBD block = -13% | PI5P4K alpha inh = 0 | EPAC1 antagonist = -18% | IL2 activator = -0.5

35: O=C(O)CCCC(=O)Nc1cccc([N+](=O)[O-])c1
  Abeta rescue = -13% | FUS suppressor = -21% | EPAC1 ag = -5% | WRN helicase inh = 0% | PLK1 PBD block = -4% | PI5P4K alpha inh = 1 | EPAC1 antagonist = 12% | IL2 activator = 0.9

36: Cc1nc2ncnn2c(N2CCC(C(=O)NCC3CCCO3)CC2)c1Cc1ccccc1 (stereo unspecified)
  Abeta rescue = -31%[inhibitor] | FUS suppressor = 18% | EPAC1 ag = 10% | WRN helicase inh = -2% | PLK1 PBD block = -8% | PI5P4K alpha inh = . | EPAC1 antagonist = 7% | IL2 activator = -0.4

Exported with each value named: part of the list above
14	O=C(CN1CCN(Cc2ccc(Cl)cc2)CC1)N/N=C/c1c[nH]c2ccccc12
  Abeta rescue = -3%; FUS suppressor = .; EPAC1 ag = -3%; WRN helicase inh = -9%; PLK1 PBD block = 16%; PI5P4K alpha inh = 1; EPAC1 antagonist = 2%; IL2 activator = -0.5

15	Cc1nnc(SCC(=O)NC(=O)Nc2ccc3c(c2)OCCO3)n1N
  Abeta rescue = 2%; FUS suppressor = -25%; EPAC1 ag = -6%; WRN helicase inh = -3%; PLK1 PBD block = 3%; PI5P4K alpha inh = 5; EPAC1 antagonist = -8%; IL2 activator = 0.8

16	COc1cc(NC(=O)c2ccc(Br)cc2)ccc1NC(=O)c1cc2ccccc2o1
  Abeta rescue = -11%; FUS suppressor = 3%; EPAC1 ag = -1%; WRN helicase inh = 6%; PLK1 PBD block = -10%; PI5P4K alpha inh = 4; EPAC1 antagonist = 28%; IL2 activator = -0.3
